Pf apPOL inh: Pf-apPOL DNA polymerase inhibition; inhibition, % at 10 µM; 0.25% of 210,000 active; Recombinant Pf-apPOL, molecular beacon fluorescence, 1.5 h
mHTT CaM bind: mHTT-calmodulin interaction abrogation; AlphaScreen His-mHTT/GST-CaM binding, luminescence; AID 1671202; P42858; 3.6% of 190,000 active; inhibition, % at 15 µM;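 also: 0% = both proteins with DMSO and 100% = one protein alone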
Target sequence (P42858 whole entry, looked up, stated change not applied): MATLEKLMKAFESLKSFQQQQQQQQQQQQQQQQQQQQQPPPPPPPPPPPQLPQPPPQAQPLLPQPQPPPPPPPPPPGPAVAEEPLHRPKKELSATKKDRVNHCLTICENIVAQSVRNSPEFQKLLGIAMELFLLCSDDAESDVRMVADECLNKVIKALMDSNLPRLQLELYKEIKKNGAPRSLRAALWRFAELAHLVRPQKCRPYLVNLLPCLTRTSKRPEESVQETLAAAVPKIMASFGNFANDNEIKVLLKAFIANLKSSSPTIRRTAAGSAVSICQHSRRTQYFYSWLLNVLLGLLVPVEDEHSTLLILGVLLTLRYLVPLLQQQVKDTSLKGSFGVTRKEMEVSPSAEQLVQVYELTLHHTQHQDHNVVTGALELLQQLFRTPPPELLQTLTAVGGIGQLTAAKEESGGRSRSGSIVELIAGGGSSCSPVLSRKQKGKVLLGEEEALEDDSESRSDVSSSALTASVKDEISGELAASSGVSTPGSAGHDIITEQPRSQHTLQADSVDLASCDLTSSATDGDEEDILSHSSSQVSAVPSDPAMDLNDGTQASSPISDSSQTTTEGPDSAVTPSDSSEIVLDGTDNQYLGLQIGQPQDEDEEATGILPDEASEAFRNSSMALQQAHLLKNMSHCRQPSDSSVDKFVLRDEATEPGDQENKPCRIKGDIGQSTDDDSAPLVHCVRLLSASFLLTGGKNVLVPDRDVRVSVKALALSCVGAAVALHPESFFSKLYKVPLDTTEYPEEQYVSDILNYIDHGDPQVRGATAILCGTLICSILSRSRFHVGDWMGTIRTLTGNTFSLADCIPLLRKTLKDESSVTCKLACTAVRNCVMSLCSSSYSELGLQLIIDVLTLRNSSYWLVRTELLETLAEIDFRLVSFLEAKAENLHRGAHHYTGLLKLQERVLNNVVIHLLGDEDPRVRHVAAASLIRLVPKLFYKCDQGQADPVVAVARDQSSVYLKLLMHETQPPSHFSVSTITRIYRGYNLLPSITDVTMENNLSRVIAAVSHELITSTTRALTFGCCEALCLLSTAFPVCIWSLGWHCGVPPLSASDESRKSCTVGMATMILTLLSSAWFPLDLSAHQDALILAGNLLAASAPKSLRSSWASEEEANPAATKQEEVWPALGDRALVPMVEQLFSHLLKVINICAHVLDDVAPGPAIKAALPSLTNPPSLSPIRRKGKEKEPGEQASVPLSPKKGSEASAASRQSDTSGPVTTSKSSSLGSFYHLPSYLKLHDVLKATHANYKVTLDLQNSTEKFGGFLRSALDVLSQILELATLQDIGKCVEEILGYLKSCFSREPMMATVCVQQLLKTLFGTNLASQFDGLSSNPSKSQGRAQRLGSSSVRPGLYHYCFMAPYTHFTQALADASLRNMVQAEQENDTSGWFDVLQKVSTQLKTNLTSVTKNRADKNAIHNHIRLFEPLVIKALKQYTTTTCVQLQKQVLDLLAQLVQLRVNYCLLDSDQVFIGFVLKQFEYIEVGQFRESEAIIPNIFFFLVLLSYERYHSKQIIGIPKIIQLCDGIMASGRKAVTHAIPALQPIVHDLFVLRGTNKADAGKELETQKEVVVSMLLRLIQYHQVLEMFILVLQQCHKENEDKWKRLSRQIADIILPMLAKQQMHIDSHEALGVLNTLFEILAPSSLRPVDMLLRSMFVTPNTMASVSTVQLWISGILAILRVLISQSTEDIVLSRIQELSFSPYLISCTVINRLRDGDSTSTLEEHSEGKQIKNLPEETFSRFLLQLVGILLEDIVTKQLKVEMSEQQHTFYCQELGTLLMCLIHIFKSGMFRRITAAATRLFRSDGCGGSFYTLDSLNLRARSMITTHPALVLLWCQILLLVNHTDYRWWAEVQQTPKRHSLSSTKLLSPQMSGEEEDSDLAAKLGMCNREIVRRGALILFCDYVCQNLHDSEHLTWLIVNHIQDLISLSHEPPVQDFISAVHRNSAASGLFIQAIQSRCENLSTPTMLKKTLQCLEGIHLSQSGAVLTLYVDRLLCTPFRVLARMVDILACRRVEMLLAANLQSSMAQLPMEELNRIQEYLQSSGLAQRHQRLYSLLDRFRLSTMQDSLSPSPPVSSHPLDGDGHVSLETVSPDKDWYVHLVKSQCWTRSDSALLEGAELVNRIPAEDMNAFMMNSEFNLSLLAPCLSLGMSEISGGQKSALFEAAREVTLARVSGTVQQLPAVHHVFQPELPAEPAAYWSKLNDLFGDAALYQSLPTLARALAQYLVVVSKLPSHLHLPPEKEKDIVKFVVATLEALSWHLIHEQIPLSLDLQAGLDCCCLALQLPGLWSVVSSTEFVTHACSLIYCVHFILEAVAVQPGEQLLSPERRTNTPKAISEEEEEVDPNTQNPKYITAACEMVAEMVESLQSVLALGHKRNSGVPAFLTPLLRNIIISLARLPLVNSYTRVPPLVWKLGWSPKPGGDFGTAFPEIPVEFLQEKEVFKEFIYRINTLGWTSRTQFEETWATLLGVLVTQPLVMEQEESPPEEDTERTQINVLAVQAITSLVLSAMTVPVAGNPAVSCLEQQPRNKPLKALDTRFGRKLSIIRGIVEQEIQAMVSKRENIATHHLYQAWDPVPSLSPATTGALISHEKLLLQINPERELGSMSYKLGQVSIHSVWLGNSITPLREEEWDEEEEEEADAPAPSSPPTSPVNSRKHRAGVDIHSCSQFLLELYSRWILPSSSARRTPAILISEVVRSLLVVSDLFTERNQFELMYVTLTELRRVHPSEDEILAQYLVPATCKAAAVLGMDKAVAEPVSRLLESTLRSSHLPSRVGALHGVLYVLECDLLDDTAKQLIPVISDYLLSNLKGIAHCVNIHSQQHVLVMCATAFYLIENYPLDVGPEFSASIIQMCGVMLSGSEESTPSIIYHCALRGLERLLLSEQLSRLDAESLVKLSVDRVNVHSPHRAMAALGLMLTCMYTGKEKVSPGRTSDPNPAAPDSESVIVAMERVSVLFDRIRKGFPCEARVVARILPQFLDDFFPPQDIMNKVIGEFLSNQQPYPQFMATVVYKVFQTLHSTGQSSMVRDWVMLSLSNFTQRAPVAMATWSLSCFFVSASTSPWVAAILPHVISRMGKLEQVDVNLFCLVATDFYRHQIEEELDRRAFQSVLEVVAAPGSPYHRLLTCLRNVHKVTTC
* hit, by the source's call; i = inactive; x = no result given; & = joins results of further samples. Rule as the data show it: active = inhibition above about 50%; inactive = the rest.

SMILES	Pf apPOL inh	mHTT CaM bind
O=C(CSCc1ccccc1)N1CCN(c2ccc(-c3cccs3)nn2)CC1	-21	8
CCOc1ccc(C(=O)N2CCC(c3nc(C(=O)N4CCOCC4)c(C)o3)CC2)cc1	1	5
OC1(c2ccccc2)CCN(Cc2ccco2)CC1N1CCCC1 (stereo not given)	0	4
Cc1ccccc1CC(=O)NC1(c2nc(-c3cccnc3)no2)CCCCC1	-6	3
O=C1S/C(=C\c2ccccc2F)C(=O)N1CNc1cccc(F)c1	0	-4
CCOC(=O)c1ccc(NC(=O)N2CCCC2c2c(C)noc2C)cc1 (stereo not given)	-6	1
CC(=O)NC1=NC(=O)/C(=C\c2ccc(-c3ccc(Cl)cc3Cl)o2)S1	-4	-14
COc1cccc(C(CNC(=O)Nc2ccccc2C(F)(F)F)N2CCOCC2)c1 (stereo not given)	-4	-11
Cc1onc(-c2ccccc2Cl)c1C(=O)N(C)c1ccccc1	-1	13
O=C1c2ccccc2C(=O)N1CC1c2ccccc2CCN1S(=O)(=O)c1ccc(F)cc1 (stereo not given)	-10	4
Cc1ccc(-c2nnc(N3CCC(C(=O)N4CCCC(C)C4)CC3)o2)cc1 (stereo not given)	0	22
COc1cccc2cc(-c3nc(-c4ccc(Cl)cc4)cs3)c(=O)oc12	-3	-2
O=C(c1ccc(F)cc1)N1CCN(Cc2cccc([N+](=O)[O-])c2)CC1	-4	1
O=C(NCc1ccccc1F)C1CCN(c2cncnc2N2CCCCC2)CC1	0	15
CN1CCCc2cc(C(CNC(=O)C34CC5CC(CC(C5)C3)C4)N3CCCC3)ccc21 (stereo not given)	5	34
CS(=O)(=O)N(CC(N)=O)c1cccc(Br)c1	0	4
C=CCn1c(=N)c(C(=O)NCCCOC)cc2c(=O)n3cc(C)ccc3nc21	2	-6
COc1nccc(N2CCC(CC(=O)N3CCc4ccccc4C3)CC2)n1	-3	12
Cn1cc(/C=C2\C(=O)NN(c3ccccc3)C2=O)c2ccccc21	-1	23
CCc1nnc2n1N=C(c1ccc(OC)c(OC)c1)CS2	-1	5
Nc1cc(C2CCN(S(=O)(=O)c3cccc(F)c3)CC2)no1	-4	-5
COc1cccc(-c2cn3ccn(-c4ccc(Cl)cc4)c(=O)c3n2)c1	0	-6
Cc1ccc(C)c(S(=O)(=O)N2CCc3c(c(COCc4cccc(F)c4)nn3C)C2)c1	-5	33
O=C(Cc1cccc(F)c1)N1CCN(c2cc(-c3cccnc3)[nH]n2)CC1	-4	8
CCOc1cccc(Nc2ccc([N+](=O)[O-])cn2)c1	3	2
O=C(c1cccs1)N1CCC(Nc2ncnc3c2CCC3)C1 (stereo not given)	0	-8
Cc1ccccc1-n1nc2c(c1NC(=O)C1CCCC1)CS(=O)(=O)C2	-4	-1
O=C(c1ccco1)N1CCN(C2CC(=O)N(c3ccc(Cl)cc3)C2=O)CC1 (stereo not given)	-1	-1
CSc1cccc(NC(=O)CSc2nc3nc(C)cc(C)n3n2)c1	-9	0
CC(C)CCNC(=O)c1sccc1S(=O)(=O)N(C)c1ccc(Cl)cc1	-10	-44
O=C(O)c1cccc(O)c1C(=O)O	-2	-6
Cc1ccc(Cl)c(OCC(O)Cn2c(C)nc3ccccc32)c1 (stereo not given)	-7	10
CCOc1ccc(C(=O)Nc2ccccc2F)cc1	5	-11
COc1ccccc1C=NNC(=S)NCc1ccco1	8	x
COc1ccc(C=C(C(=O)c2ccccc2OCc2ccccc2)[N+](=O)[O-])cc1	-3	x
Cc1cccn2c(=O)c3cc(C(N)=O)c(=N)n(CCN4CCOCC4)c3nc12	7	0
Cc1cc(C)nc(NC(=O)NC2CCCCC2)c1	2	-3
O=C(NCCc1ccncc1)C1CCc2sc(C(=O)N3CCCC3)cc2C1 (stereo not given)	-4	5
O=C(NCc1cccc(Br)c1)c1cn2c(n1)COCC2	-5	-9
CC(NC(=O)c1ccc([N+](=O)[O-])cc1)C(=O)O (stereo not given)	-5	x
FC(F)(F)c1cc(-c2ccc(Cl)cc2)nc(NCc2cccnc2)n1	-4	-3
CCOC(=O)N1CCCN(C(=O)OCC)CC1	-3	-6
Cn1ccnc1SC(=O)N1c2ccccc2Sc2ccccc21	-3	11
COc1cccc(/C=C2\NC(=O)N(Cc3ccccc3F)C2=O)c1	6	9
O=C(O)COc1ccccc1C=C1NC(=S)NC1=O	-1	4
Cc1ccccc1-c1noc(C2CCCN2C(=O)Nc2cccc(F)c2)n1 (stereo not given)	-2	-12
C[C@@H]1CC=C[C@H]2[C@H]1C(=O)N(Cc1ccccc1)[C@H]2c1ccc2ccccc2c1Br	-5	-7
Cc1ccc(Nc2nc(C)cs2)cc1	-7	28
Cc1cc(C)nc(NS(=O)(=O)c2ccc(NC(=O)c3c(F)cccc3Cl)cc2)n1	-2&-3	x
CCC(CC)C(=O)N1CCN(c2ccc(Cl)cc2)CC1	0	3

Whole records as entered above.
O=C(NCc1cccc(Br)c1)c1cn2c(n1)COCC2 is entered as Pf apPOL inh = -5; mHTT CaM bind = -9
CC(NC(=O)c1ccc([N+](=O)[O-])cc1)C(=O)O (stereo not given) is entered as Pf apPOL inh = -5; mHTT CaM bind = x

Next records
SMILES	Pf apPOL inh	mHTT CaM bind
C=CCN(CC=C)C(=O)Cn1c(C2CC(=O)N(c3ccc(OC)cc3)C2)nc2ccccc21 (stereo not given)	-4	-10
O=C(O)c1cccc(NC(=O)c2ccc3c(c2)C(=O)N(c2nccs2)C3=O)c1	5	2
CCCC(=O)N1c2ccccc2-c2nnc(SC)nc2OC1c1cccs1 (stereo not given)	-4	17
O=C(NCc1ccccc1)C1CCCN(c2nnc3ccc(C(F)(F)F)cn23)C1 (stereo not given)	0	4
O=C(NCc1ccccc1)c1cc2n(n1)C(C(F)(F)F)CC(c1ccc3c(c1)OCO3)N2 (stereo not given)	-2	17
CC(=O)Nc1ccc(C(=O)NCc2cccc(F)c2)c(N2CCCCC2)c1	1	65*
O=C(Nc1ccc(Br)cc1F)c1cccs1	-1	-4
CC(=O)c1cccc(NC(=O)c2ccc(S(C)(=O)=O)cc2)c1	4	-7
CCn1c(C2CCN(S(=O)(=O)c3ccc(Br)s3)C2)nc2cccnc21 (stereo not given)	-14	6
Cc1sc2ncn(CC(=O)NCCCC(=O)NCc3ccccn3)c(=O)c2c1C	1	2
FC(F)(F)c1cc(Nc2nnc(-c3cccnc3Oc3ccccc3)s2)cc(C(F)(F)F)c1	-12	x
COc1ccc(NC(=O)Cn2nc3c(cc2=O)CC(C)CC3)c(OC)c1 (stereo not given)	0	1
C=CCNC(=O)C(C)N(c1ccc(OCC)cc1)S(C)(=O)=O (stereo not given)	-7	0
CC(NC(=O)c1ccccc1[N+](=O)[O-])c1ccc2c(c1)OCCO2 (stereo not given)	1	-5
COc1ccc(-c2ncccc2CNC(=O)c2ccccc2OC)cc1	-10	-3
O=C(c1cccnc1)N1CCC(OCc2nc(C3CC3)no2)CC1	-6	-2
OC(COc1c(Cl)cc(Cl)cc1Cl)CN1CCCCC1 (stereo not given)	-25	-4
COc1ccc(CCNC(=O)CN2C(=O)CCCc3ccccc32)c(OC)c1	-1	0
Cc1cc(N2CCCCC2)nc2ccc(NC(=O)c3cncc(Br)c3)cc12	1	41
O=C1CC[C@@]23CCCN2C(=O)CCCC3C1 (stereo not given in full)	-7	-13
O=C(NCCC1CCN(C(=O)NC2CCCCC2)CC1)C1CCCCC1	-6	-9
Cn1ccnc1S(=O)(=O)C(C#N)=Cc1ccccc1Cl	-4	x
O=[N+]([O-])c1cc(Cl)ccc1-n1ccnc1	x	-1
Cc1ccc2oc(-c3ccc(NC(=O)CC(C)C)cc3)nc2c1	-8	1
CCOc1ccccc1C(=O)Nc1c2c(nn1-c1ccc(Cl)cc1)CSC2	-13	2
CC(=O)N1CCCC(C(=O)N2CCOCC2)C1 (stereo not given)	-4	-4
O=c1c2c3c(sc2nc(SCc2ccncc2)n1-c1ccccc1)CCCC3	1	1
COc1ccccc1-c1nc(C(=O)NCC(C)C)cs1	-10	-19
CC1CCCN(C(=O)C2CCN(c3cc(N4CCCCC4)ncn3)CC2)C1 (stereo not given)	-2	1
CC12CCC3c4ccc(O)cc4CCC3C1CCC2O (stereo not given)	x	-5
Cc1ccc(S(=O)(=O)CC(=O)NC2CC2)cc1	-5	0
Cc1cc(NC(=O)Cc2nn(C)c(=O)c3ccccc23)ccc1Br	-1	-6
COc1ccc(CCNC(=O)Cn2nc3c(Oc4ccccc4)nccn3c2=O)cc1OC	25	5
COc1cc(CNc2cccc(F)c2)cc([N+](=O)[O-])c1O	1	18
N#CC1=CN(c2ccc(F)cc2)c2ccccc2S1(=O)=O	0	-9
Cn1c2c(c3cc(C4CCCCC4)ccc31)CCC2=O	2	-7
Cc1c(C(=O)Nc2ccc(N3CCN(C(=O)c4ccccc4)CC3)cc2)cccc1[N+](=O)[O-]	0	4
O=C(O)CC1(CC(=O)Nc2ccc(I)cc2F)CCCCC1	-13	x
O=C(O)c1cccc2c1C(=O)c1cc(Cl)ccc1-2	-3	-3
COc1cccc(N2C(=O)c3ccccc3C2C(=O)NC2CCCC2)c1 (stereo not given)	-17	-3
Cc1cc(S(=O)c2cc(C)cc(C(C)(C)C)c2O)c(O)c(C(C)(C)C)c1	x	72*
Cc1cccc(NC(=O)c2cccc(-c3nc(-c4ccccc4)no3)c2)n1	-1	-12
CCN(C)c1nc(-c2ccccc2Cl)c2c(N)n(-c3ccccc3)nc2n1	0	20
O=C(NCCCN1CCOCC1)c1cc2n(n1)CCCN(Cc1cccc(F)c1)C2=O	-1	6
CCOC(=O)c1ccc(NC(=O)C2=C(C)C(=O)OC23CCCCC3)cc1	1	-9
Cc1cccc(C(=O)N2CCN(C(C(=O)N3CCCCC3C)C3CCCC3)CC2)c1 (stereo not given)	-2	16
O=C(COc1ccc(Cl)cc1Cl)NCCOC12CC3CC(CC(C3)C1)C2	-3	-7
Cn1nc(-c2ccccc2)cc1C(=O)NCc1ccccn1	-6	-14
N#Cc1nc(COc2ccc(Br)cc2)oc1NCCCn1ccnc1	-5	20
CC1CCN(C(=O)c2ccc(OCC3CCN(C(=O)c4ccsc4)CC3)cc2)CC1	2	14

Grouped by structure: the entries above with a thiophene ring, fused or not (ten)
SMILES	Pf apPOL inh	mHTT CaM bind
O=C(CSCc1ccccc1)N1CCN(c2ccc(-c3cccs3)nn2)CC1	-21	8
O=C(c1cccs1)N1CCC(Nc2ncnc3c2CCC3)C1 (stereo not given)	0	-8
CC(C)CCNC(=O)c1sccc1S(=O)(=O)N(C)c1ccc(Cl)cc1	-10	-44
O=C(NCCc1ccncc1)C1CCc2sc(C(=O)N3CCCC3)cc2C1 (stereo not given)	-4	5
CCCC(=O)N1c2ccccc2-c2nnc(SC)nc2OC1c1cccs1 (stereo not given)	-4	17
O=C(Nc1ccc(Br)cc1F)c1cccs1	-1	-4
CCn1c(C2CCN(S(=O)(=O)c3ccc(Br)s3)C2)nc2cccnc21 (stereo not given)	-14	6
Cc1sc2ncn(CC(=O)NCCCC(=O)NCc3ccccn3)c(=O)c2c1C	1	2
O=c1c2c3c(sc2nc(SCc2ccncc2)n1-c1ccccc1)CCCC3	1	1
CC1CCN(C(=O)c2ccc(OCC3CCN(C(=O)c4ccsc4)CC3)cc2)CC1	2	14

(listing goes on)
SMILES	Pf apPOL inh	mHTT CaM bind
CC(C)(C)c1cc(Cl)c(O)c(N=Cc2ccccc2O)c1	0	14
CCCN1CCC(=O)N([C@H](CSc2ccc(Br)cc2)Cc2ccccc2)CC1	-5&-8	-4&2
CCC(=O)N1CCN(c2nc3c(s2)CC(C(=O)Nc2cccc(Cl)c2C)CC3)CC1 (stereo not given)	2	19
O=C1CC(Cc2ccc(Cl)cc2)C(=O)N1CCc1ccc2c(c1)OCO2 (stereo not given)	0	-8
Cc1ccc([N+](=O)[O-])cc1NC(=O)c1ccc(I)cc1	0	-6
CC(NC(=O)C1CCN(S(=O)(=O)c2ccc(Br)s2)CC1)c1ccccc1 (stereo not given)	-10	3
C=C1OC(n2cc(C)c(=O)[nH]c2=O)CC1O (stereo not given)	x	-5
Cc1ccc2[nH]c3c(c2c1)CCC3C#N (stereo not given)	-2	16
COc1ccc(N2C(=O)NC3CC2(C)Oc2ccc(Br)cc23)c(OC)c1 (stereo not given)	0	21
O=C(Nc1ccc(N2CCCC2=O)cc1)c1ccc2nsnc2c1	0	-1
CSc1c(-c2ccc3ccccc3n2)cnc2ccccc12	-1	-2
C=CCOc1ccc(C(=O)NCC2OCCc3ccccc32)cc1 (stereo not given)	2&0	-6&-4
CCOC(=O)CC[C@H]1CC[C@]2(CCCN(S(=O)(=O)C3CCCCC3)C2)O1	-4	-18
CC(=O)C1=C(C)N2CCN=C2S1	-5	-4
Cc1ccc(C)c(N2CCN(CCCN3C(=O)CCC3(C)C(=O)NCCC(C)C)CC2)c1 (stereo not given)	-2	18
O=C1/C(=C/c2ccc(F)cc2)Sc2ccccc21	-5	10
CCOc1ccc(NC(=O)c2cccs2)cc1	-3	3
CC1=C(C(=O)Nc2ccc(F)cc2F)C(c2ccsc2)C2=C(CC(C)(C)CC2=O)N1 (stereo not given)	-12	-2
N/C(=N\OC(=O)C1CCCO1)c1ccc(Cl)cc1 (stereo not given)	-3	i
Cc1cc(Cl)cc(C)c1OCCn1ccnc1	-16	5
O=C(O)C=Cc1ccccc1O	-2	x
CC(C)Cn1cc(I)c(=O)n(CC(C)C)c1=O	0&-10	-3&1
COc1cccc(CN2C(=O)c3ccccc3C2C(=O)NC2CCCC(C)C2C)c1 (stereo not given)	-16	-1
Cc1[nH][nH]c(=O)c1C(c1cccc(O)c1)c1c(C)[nH][nH]c1=O	-3	1
CC(=O)c1ccc(N=Cc2ccc([N+](=O)[O-])cc2)cc1	0	4
CC(C)NC(=O)c1ccccc1NC(=O)c1ccc(CN2CCOCC2)cc1	4	-2
